Screening data: PubChem BioAssay, Broad Institute
XiGFP reactiv: activators of inactive X chromosome reactivation, primary screen, imaging, XiGFP fibroblasts, GFP high-content imaging, set 2; actives 0.055% (n = 360,000); AID 743238, 2013; activation, % at 7.58 µM; XiGFP mouse fibroblasts, % GFP-positive cells imaging, 3 d; cells co-treated with 5-aza-dC sensitizer; scaled so ellipticine positive control = 100%;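 active means mean normalized replicate activation at least 10% and every replicate at or above 10%; inconclusive means only one of the two criteria met; inactive means mean below 10% and not all replicates reach 10%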;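 further: 0% = median of on-plate neutral control wells and 100% = ellipticine 6 µM median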
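Material: XiGFP fibroblasts, SV40-immortalized; Buffer or medium: DMEM containing 5-aza-dC; Compound dosing: single point; Times: 3 days compound exposure.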
F508del corr: F508del CFTR correction, initial screen, CFBE line, single point | activity (quench increase), % at 7.58 µM | actives 0.36% (n = 350,000) | AID 720511, 2013 | CFBE cells, YFP halide quenching; stimulated with forskolin plus potentiator P3; % fluorescence drop versus neutral controls;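 active means mean added fluorescence quench of at least 8% versus neutral control, with both replicates also reaching 8%; inconclusive means only one of the mean or replicate conditions met; inactive means mean below 8% and not both replicates reaching 8%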;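 further: cells transiently co-express mutant CFTR-F508del with the halide-sensitive YFP; corrector assay measuring rescue of mutant channel to the surface after 24 h compound exposure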
INS-1E GSIS act: GLuc luminescence reporter in INS-1E cells, primary screen for activators of glucose-dependent secretion of insulin. INS-1E GLuc reporter insulin secretion, 2-3 h. activation, % at 16.6 µM. actives 0.61% (n = 370,000). AID 743287, 2014;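 active means lowest replicate activation of at least 40%, so every replicate reaches that level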;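 further: 0% = median of neutral control wells and 100% = median of IBMX positive control wells; some compounds called inactive have numbers as strong as hits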
CASP6 VEID inh: human caspase-6 inhibitors, primary screen, biochemical, VEID-R110 fluorescence, single point, set 2; P55212; purified caspase-6, Z-VEID-R110 cleavage fluorescence; inhibition, % at 12.5 µM; actives 0.53% (n = 350,000); AID 686996, 2013;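 active means mean inhibition across replicates at least about 35%, with every replicate also reaching that limit, limit read from the data; inconclusive means only one of the two criteria met; inactive means neither criterion met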;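 further: 0% = median of neutral control wells and 100% = no fluorescence left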
RAD54 branch: inhibitors of human RAD54 branch migration, primary screen, biochemical, fluorescence, single point. RAD54 Holliday junction branch migration, FAM/BHQ fluorescence. inhibition, % at 10.4 µM. actives 0.14% (n = 360,000);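 active means mean normalized replicate activity at least 40 and at least half of replicates scoring 40 or more; inconclusive means only one of the two criteria met; inactive means mean below 40 and under half of replicates reaching 40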;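 further: 0% = median of neutral control wells and 100% = median of positive control wells; inhibitors cause a drop in the FAM fluorescence signal; in these data hits start at about 50%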
E-selectin induc: E-selectin induction in HUVECs, primary screen, imaging, HUVEC, immunofluorescence imaging, single point; P16581; normalized: neutral wells 0, TNF-alpha wells 100; activation, % at 7.58 µM; actives 0.37% (n = 260,000);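 active means mean E-selectin-positive cell signal at least 10% of the positive control, reached in at least 60% of replicates, without over 20% cell loss; inconclusive means no rule given, readout overlaps actives, possibly toxicity-flagged; inactive means the rest, including those meeting only one limit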;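 further: in these data hits start at about 27%; measured in HUVEC primary endothelial cells; signal is the percent of cells scored E-selectin positive by PE staining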
Target sequence (P16581 whole entry, looked up): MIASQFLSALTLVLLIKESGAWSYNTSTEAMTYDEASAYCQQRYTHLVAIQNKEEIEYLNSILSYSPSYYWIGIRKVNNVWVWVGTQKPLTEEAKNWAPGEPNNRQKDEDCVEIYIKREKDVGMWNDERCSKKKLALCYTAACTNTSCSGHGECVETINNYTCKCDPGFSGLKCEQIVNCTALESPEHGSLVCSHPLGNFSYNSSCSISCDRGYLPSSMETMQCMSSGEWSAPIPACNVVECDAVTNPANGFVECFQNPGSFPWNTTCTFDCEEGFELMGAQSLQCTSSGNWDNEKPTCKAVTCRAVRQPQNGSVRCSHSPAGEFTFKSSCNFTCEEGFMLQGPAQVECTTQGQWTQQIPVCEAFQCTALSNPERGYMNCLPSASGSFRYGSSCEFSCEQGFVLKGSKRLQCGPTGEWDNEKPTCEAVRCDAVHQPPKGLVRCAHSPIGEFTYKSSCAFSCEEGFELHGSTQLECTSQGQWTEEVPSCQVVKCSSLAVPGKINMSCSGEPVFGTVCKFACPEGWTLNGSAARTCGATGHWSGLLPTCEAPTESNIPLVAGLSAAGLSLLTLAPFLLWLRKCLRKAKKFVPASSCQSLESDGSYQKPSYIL
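System: HUVEC / Compound: single concentration / Signal: immunofluorescence imaging / Read-out: percent E-selectin-positive cells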
RAD52 inh: RAD52 DNA annealing inhibitors, primary screen, biochemical, FRET, single point, set 2; DNA repair protein RAD52 homolog (Homo sapiens), P43351; recombinant RAD52 DNA annealing, FRET fluorescence; inhibition, % at 18.7 µM; actives 0.46% (n = 360,000); AID 651710, 2012;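 active means every replicate showing at least 50% inhibition; inconclusive means mean inhibition at least 50% but not in every replicate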
Target sequence (P43351 whole entry, looked up): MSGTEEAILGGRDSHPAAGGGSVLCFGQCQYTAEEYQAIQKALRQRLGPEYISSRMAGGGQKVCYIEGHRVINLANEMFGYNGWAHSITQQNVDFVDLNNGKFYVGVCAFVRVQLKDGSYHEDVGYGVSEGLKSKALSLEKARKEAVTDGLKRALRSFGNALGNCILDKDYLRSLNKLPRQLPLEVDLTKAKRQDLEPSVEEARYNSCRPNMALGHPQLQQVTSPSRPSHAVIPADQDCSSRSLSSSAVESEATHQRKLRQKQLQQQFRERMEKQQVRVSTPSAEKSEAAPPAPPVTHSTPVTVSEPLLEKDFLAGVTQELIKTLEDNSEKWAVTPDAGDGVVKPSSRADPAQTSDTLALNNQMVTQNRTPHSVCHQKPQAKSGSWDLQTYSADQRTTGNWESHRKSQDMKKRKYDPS
DENV2 CPE: inhibitors of DENV2 cytopathic effect, primary screen, cell-based, plate reader, single concentration; DENV2-infected cells, cytopathic effect rescue; CPE inhibition, % at 9.99 µM; actives 1.7% (n = 350,000); AID 651640, 2012; in the data active means CPE inhibition above about 20%, passing the limit was not always enough; inconclusive means no clear call, values can overlap the other calls; tested in BHK-21 cells;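 further: 0% = median of neutral control wells and 100% = median of positive control wells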
* marks the source's active call; other numbers are inactive results; ? = inconclusive; / = no result given; & = joins results of further samples; ! = a repeat was not active.

SMILES	XiGFP reactiv	F508del corr	INS-1E GSIS act	CASP6 VEID inh	RAD54 branch	E-selectin induc	RAD52 inh	DENV2 CPE
Cc1cccc(-c2ccc([C@@H]3[C@H](CO)N4CCCCN(S(=O)(=O)c5cccs5)C[C@@H]34)cc2)c1	0.2	-2.5	-20	-4	-5	-0.5	-9	1
CN(C)CCCn1c2c(c(SCC(=O)Nc3nccs3)nc1=O)CCC2	0.0	1.2	-14	-13	/	-0.3	-7	-7
N/C(=N\OC(=O)c1cccc(Cn2cc(C(F)(F)F)ccc2=O)c1)c1ccc(Cl)cc1	0.0	1.5	/	-3	8	/	-12	2
CC(C)[C@H](NC(=O)c1ccccc1)C(=O)OCC(=O)N1CCN(C(=O)c2ccco2)CC1	0.2	-2.9	15	0	/	/	-49	-1
CC(OCC(O)CN(C)Cc1nc2ccccc2c(=O)[nH]1)c1ccc(Cl)cc1 (stereo not drawn)	-0.2	-0.8	4	1	/	0.7	5	-1
CCC(=O)N1CCC2(CC1)CN(S(C)(=O)=O)[C@@H](CO)c1[nH]c3cc(OC)ccc3c12	0.0	1.2	6	/	/	0.3	/	14
C[C@@H]1CCCCO[C@@H](CN(C)C(=O)Nc2ccc(F)cc2)[C@H](C)CN([C@@H](C)CO)C(=O)c2cc(NC(=O)NC3CCCCC3)ccc2O1	-1.2	-2.3	-7	-4	-2	0.6	-19	0
CCSC1=NCCN1S(=O)(=O)c1ccc(NC(C)=O)cc1	0.4	-0.4	5	-1	/	/	-9	1
O=C(C[C@H]1CC[C@H]2[C@@H](COC[C@@H](O)CN2S(=O)(=O)c2ccc(F)cc2)O1)N[C@@H]1CCN(Cc2ccccc2)C1	0.0&0.0	5.4&-0.3	3&-1	0&-2	-3	0.0&0.1	-12&0	2&-9
CO[C@H](CN(C)S(=O)(=O)c1ccc(F)cc1)[C@H](C)CN([C@@H](C)CO)S(=O)(=O)c1cccc(Cl)c1	0.3	1.4	-16	-2	0	0.5	-2	-5
O=C1c2cccc3cccc(c23)C(=O)N1CCCc1n[nH]c(=S)n1-c1ccccc1	0.0	0.6	5	2	/	1.4	-14	-4
O=C(CN1C(=O)NC2(CCCC2)C1=O)NCCc1ccc(F)cc1	0.0	2.4	/	1	-4	0.4	-1	-4
C/C=C/c1cnc2c(c1)C(=O)N([C@H](C)CO)C[C@@H](C)[C@@H](CN(C)C(=O)c1cccc(F)c1)O2	-0.7	-1.6	38	-1	2	0.1	11	3
CCS(=O)(=O)NCC[C@H]1CC[C@@H](NS(=O)(=O)c2ccccc2C)[C@H](CO)O1	0.7	0.5	-5	-6	7	-0.2	-1	7
Cn1c(N)c(C(=O)CSc2nnc(C3CC3)n2N)c(=O)n(C)c1=O	0.2	1.6	3	1	11	13	-4	11
O=C(C[C@@H]1CC[C@@H]2[C@H](COC[C@H](O)CN2S(=O)(=O)c2ccccc2)O1)NCCN1CCCCC1	0.0	-3.6	13	1	-21	-0.1	4	3
COc1cccc(NC(=O)N2[C@@H]3CNC[C@H]2C3c2ccc(/C=C/c3ccccc3)cc2)c1 (stereo partly drawn)	0.2&0.1	1.4&3.4	-19&5	-1&-1	/	0.0&0.7	54*!	89*!
CNC(=S)N/N=C/c1ccco1	-0.1	-0.6	8	-4	-9	5.8	-7	-4
COc1ccc2oc(=O)cc(CN3CCN(Cc4ccccc4)CC3)c2c1	0.2	2.2	1	1	1	-0.1	-8	-2
Cc1cc(C(=O)NN=Cc2ccc(-c3ccc(F)cc3)o2)c(C)o1	0.0	-0.6	0	0	5	0.1	-11	-6
O=C(Nc1ccccc1N1CCCCC1)C1CCN(C(=O)c2ccc(Cl)cc2)CC1	0.0	2.0	-26	4	-2	1.9	-2	9
O=C(NNC(=O)c1cccs1)c1ccncc1	0.0	-3.3	4	-2	/	/	7	-2
OC[C@@H]1[C@@H](c2ccc(Cl)cc2)C(c2ccc(F)cc2)=NN1c1ccccc1	0.1	-1.2	-5	-2	8	0.0	-5	-8
CCC(=O)N(C)C[C@@H]1Oc2ncc(C#Cc3cccnc3)cc2C(=O)N([C@@H](C)CO)C[C@H]1C	1.4	1.1	12	-3	5	0.0	17	7
Cc1cc(S(=O)(=O)NCCc2ccccc2)ccc1-n1cnnn1	/	-1.2	6	2	-4	/	14	2
C[C@@H]1CN([C@H](C)CO)C(=O)c2cc(NC(=O)c3ccncc3)ccc2O[C@@H]1CN(C)C(=O)Nc1ccc(C(F)(F)F)cc1	-1.1	4.3	-10	-1	-6	0.0	-14	-7
COc1cccc2sc(NNC(=O)COc3ccccc3)nc12	0.0	0.9	6	-1	-2	/	24	7
Cc1ccc(CNCc2ccco2)cc1	0.0	1.4	-25	-3	9	0.2	-8	7
CCOC(=O)C1=C(COC(=O)/C=C/c2cccc(Cl)c2)NC(=O)NC1C (stereo not drawn)	0.0	-2.0	38	4	-11	-0.3	-7	13
CCOC(=O)C1CCN(C(=O)c2ccc(N3CCCC3=O)cc2)CC1	0.5	-3.4	1	-2	-8	1.9	-4	?
CCOC(=O)c1sc(SC)c2c1CCCC2=O	-0.2	3.8	21	-1	11	-0.1	5	17
COc1ccc(NC(=O)NCCCN2CCCC2=O)cc1	0.2	1.8	-5	-2	-9	0.0	2	2
Cc1ccc(S(=O)(=O)N(C)C[C@H]2OCCCC[C@H](C)Oc3ccc(NC(=O)c4ccccc4)cc3C(=O)N([C@H](C)CO)C[C@@H]2C)cc1	-0.1	0.3	-39	0	14	/	-60	-5
Cc1cccc(NC(=O)c2ccc(S(=O)(=O)N(C)c3ccccc3)cc2)n1	0.0	-0.5	/	-2	-3	0.2	-13	5
Cc1ccc(C)c(/C=N/Nc2ccccn2)c1	0.0	1.1	15	-5	4	-0.2	-4	-8
CCOC(=O)c1c(C2CCN(C(=O)OCC)CC2)nc2ccccn12	0.0	-0.5	/	0	-1	0.0	0	-8
Cc1cc(C)n(C(=O)c2ccc(C)c(F)c2F)n1	0.2	/	38	/	3	0.5	/	/
COc1ccccc1NC(=O)N[C@H]1CC[C@H](CC(=O)N[C@H](C)c2ccccc2)O[C@H]1CO	0.0	-3.2	-14	-1	4	0.8	-1	-5
CO[C@H]1CN(C)C(=O)c2cc(NC(=O)Nc3ccccc3F)ccc2OC[C@H](C)N(Cc2ccccc2C(=O)O)C[C@@H]1C	0.2	4.3	4	-2	8	0.3	-14	-4
CN(/N=C/c1cc([N+](=O)[O-])ccc1O)c1ccccc1	0.3	/	-2	0	/	7.1	-5	-7
CO[C@@H]1CN(C)C(=O)c2cc(NC(C)=O)ccc2OC[C@H](C)N(Cc2ccccn2)C[C@H]1C	0.3	1.9	24	-1	-4	2.1	-10	-6
CCC(=O)N1C[C@H](C)[C@H](OC)CN(C)C(=O)c2ccc(NC(=O)c3cnccn3)cc2OC[C@H]1C	0.9	-1.2	14	-2	1	-0.2	-9	0
C[C@@H]1CCCCO[C@@H](CN(C)C(=O)Nc2ccccc2)[C@@H](C)CN([C@@H](C)CO)C(=O)c2cc(NC(=O)c3ccccc3)ccc2O1	-0.1	-2.2	-17	1	-5	/	-13	-2
CN(C)CCNC(=O)c1ccc(-c2cn3c(-c4ccc(Oc5ccccc5)cc4)cnc3cn2)cc1	0.2	0.2	42	-117	1	0.3	86*	9
CCC(=O)N1C[C@@H](C)[C@H](OC)CN(C)C(=O)c2cc(NC(=O)c3cc(C)on3)ccc2OC[C@@H]1C	-0.3	-0.9	11	/	/	-0.5	/	/
Cc1cccc(S(=O)(=O)N2C[C@@H]3[C@H](c4ccccc42)[C@H](CO)N3C(=O)CC2CC2)c1	1.2	2.9	3	1	-2	-0.5	1	?
C[C@H](CO)N1C[C@H](C)[C@@H](CN(C)Cc2ccc(Cl)c(Cl)c2)Oc2ccc(NC(=O)c3ccncc3)cc2CC1=O	0.0	3.7	-8	0	6	-2.4	36	0
C[C@@H]1CN([C@@H](C)CO)C(=O)c2cc(NC(=O)CCC(F)(F)F)ccc2O[C@@H]1CN(C)C	0.3	2.7	-7	3	-5	/	-8	-5
COc1cc(C(=O)OCC(=O)Nc2ccccc2C(=O)NC2CC2)c([N+](=O)[O-])cc1OC	0.0	-1.0	21	2	5	0.2	0	-2
COc1ccccc1-c1nnc(SC(C)C(=O)O)n1-c1ccccc1 (stereo not drawn)	0.0	1.2	6	2	/	/	-1	13
The listing continues.
SMILES	XiGFP reactiv	F508del corr	INS-1E GSIS act	CASP6 VEID inh	RAD54 branch	E-selectin induc	RAD52 inh	DENV2 CPE
CCC(C)Sc1nc(C)nc2c1c(=O)n(C)c(=O)n2C (stereo not drawn)	0.1	0.9	/	0	-6	/	-5	-5
C[C@@H]1CN([C@H](C)CO)S(=O)(=O)c2ccc(-c3cccc(F)c3)cc2O[C@@H]1CN(C)S(=O)(=O)c1ccc(F)cc1	-1.2	0.3	-2	1	5	-0.1	1	-3
COc1cc(OC)cc(C(=O)Nc2cccc3ccccc23)c1	0.0	-2.0	-1	-4	-2	/	-26	-3
Cc1cc(C)c2c(=O)[nH]c(SCC(=O)c3ccc(F)c(C)c3)nc2n1	0.0	0.4	4	-3	/	/	-64	-4
O=C(Nc1ccc(S(=O)(=O)N2CCOCC2)cc1)c1ccc2ncsc2c1	0.4	-1.0	-3	8	/	6.6	-34	6
COC(=O)c1cccc(-n2c(C)cc(O)cc2=O)c1	0.1	-1.2	2	2	/	-0.2	-25	-7
CCCNC(=O)N(C)C[C@H]1Oc2ncc(C#Cc3ccccc3F)cc2C(=O)N([C@@H](C)CO)C[C@H]1C	-1.5	2.9	-5	3	6	-0.7	12	6
N#C/C(=C\c1cccc(O)c1)C(=O)N1CCCCC1	0.1	-0.4	-27	-2	4	1.5	3	-1
CC1CCCC(C)N1C(=O)COC(=O)c1ccc(S(=O)(=O)N(C)c2ccccc2)cc1 (stereo not drawn)	0.1	3.7	-30	-1	1	-0.1	-15	-8
O=C(CCNC(=O)c1ccc(Br)cc1)OCc1ccccc1Cl	-0.1	1.8	-5	-3	-7	/	-13	-4
C[C@H]1CN([C@@H](C)CO)C(=O)Cc2cc(NS(C)(=O)=O)ccc2O[C@@H]1CN(C)Cc1ccccc1	-0.1	-0.7	4	0	2	-0.2	5	1
Cc1cc(NC(=O)Cn2c(=O)oc3ccccc32)no1	0.0	1.1	-1	1	-2	/	-6	2
CCCn1ncc(CN2CCC(n3nccc3NC(=O)CCc3ccccc3)CC2)c1C	0.0	2.7	15	-9	-14	/	0	-1
COc1ccccc1-c1noc2ncnc(Nc3cccc(C)c3)c12	0.0	-0.4	14	-1	-6	0.7	-12	4

Compounds were not picked by outcome; any-hit rate near 3.7%.
